PERK inh: inhibitors of human PERK kinase; Q9NZJ5; CHO PERK-DD fusion, SEAP luminescence translation reporter; AID 1416; inhibition, % at 5.6 µM; 220,000 tested, 0.17% active;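 active = inhibition above the mean inhibition of all tested compounds plus 3 SD, set separately per screening campaign, cut at about 2.9% in these data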;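 also: PERK kinase domain activated by AP20187 dimerizer at 100 nM; 0% = DMSO with dimerizer and 100% = rapamycin at 8.4 µM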
S1P4 antagonist: blocks the human S1P4 receptor; S1P4-expressing cells, antagonist mode, reporter read-out; inhibition, % at 4.98 µM; 220,000 tested, 0.26% active; in the data active = inhibition above about 29%;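 also: 0% = wells stimulated with agonist and 100% = vehicle wells without agonist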
Target sequence (O95977 whole entry, looked up): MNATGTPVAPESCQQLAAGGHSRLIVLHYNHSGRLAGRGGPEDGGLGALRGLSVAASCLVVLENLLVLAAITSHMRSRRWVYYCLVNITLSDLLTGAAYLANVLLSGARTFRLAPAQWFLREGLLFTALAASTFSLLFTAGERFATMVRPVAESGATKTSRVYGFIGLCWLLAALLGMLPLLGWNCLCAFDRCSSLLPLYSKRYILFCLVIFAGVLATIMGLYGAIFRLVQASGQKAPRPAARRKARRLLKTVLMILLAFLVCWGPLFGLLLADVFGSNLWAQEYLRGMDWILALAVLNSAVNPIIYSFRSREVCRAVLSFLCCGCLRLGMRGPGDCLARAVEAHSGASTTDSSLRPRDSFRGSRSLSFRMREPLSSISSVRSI
MDM2 E3 inh: inhibitors of human Mdm2 E3 ubiquitin ligase; cell-based MDM2 ubiquitination luciferase reporter, 2 h; 0 = plate control, 100 = twice control, blank-subtracted; Q00987; 210,000 tested, 0.11% active; signal enhancement, % at 5 µM;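 active = signal enhancement of 30% or more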;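 also: luminescence tracks abundance of the self-degrading MDM2-luciferase fusion protein; higher signal means inhibition of MDM2 E3 ligase activity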
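Test system: mammalian cells stably expressing self-ubiquitinating, self-degrading MDM2 E3–luciferase fusion; Amount: 2000 cells in each well; Medium: DMEM; Schedule: 4 h settle plus 2 h compound, 37 °C; Technique: SteadyLite luciferase luminescence after 15 min room-temperature reagent incubation; Benchmarks: plate control and blank wells.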
S1P4 ag: human S1P4 receptor agonism | 220,000 tested, 0.35% active | AID 1509 | activation, % at 4.98 µM | O95977 | S1P4-expressing cell line, agonist reporter assay; in the data active = activation above about 11%;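 also: 0% = DMSO vehicle and 100% = reference agonist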
Wee1 degr inh: human Wee1 degradation inhibition, primary screen; P30291; 220,000 tested, 1.2% active; HeLa Luc-Wee1K328M stability, luciferase luminescence; 100% = proteasome inhibitor MG132 effect; reporter increase, % at 5 µM; AID 1321;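 active = activation above the mean of all tested compounds plus 3 SD, set per screening run, cut at about 8.8% in these data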;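 also: cells exposed to compound for 20 h before luminescence read; 0% = DMSO alone and 100% = MG132 at 30 µM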
Target sequence (P30291 whole entry K328M): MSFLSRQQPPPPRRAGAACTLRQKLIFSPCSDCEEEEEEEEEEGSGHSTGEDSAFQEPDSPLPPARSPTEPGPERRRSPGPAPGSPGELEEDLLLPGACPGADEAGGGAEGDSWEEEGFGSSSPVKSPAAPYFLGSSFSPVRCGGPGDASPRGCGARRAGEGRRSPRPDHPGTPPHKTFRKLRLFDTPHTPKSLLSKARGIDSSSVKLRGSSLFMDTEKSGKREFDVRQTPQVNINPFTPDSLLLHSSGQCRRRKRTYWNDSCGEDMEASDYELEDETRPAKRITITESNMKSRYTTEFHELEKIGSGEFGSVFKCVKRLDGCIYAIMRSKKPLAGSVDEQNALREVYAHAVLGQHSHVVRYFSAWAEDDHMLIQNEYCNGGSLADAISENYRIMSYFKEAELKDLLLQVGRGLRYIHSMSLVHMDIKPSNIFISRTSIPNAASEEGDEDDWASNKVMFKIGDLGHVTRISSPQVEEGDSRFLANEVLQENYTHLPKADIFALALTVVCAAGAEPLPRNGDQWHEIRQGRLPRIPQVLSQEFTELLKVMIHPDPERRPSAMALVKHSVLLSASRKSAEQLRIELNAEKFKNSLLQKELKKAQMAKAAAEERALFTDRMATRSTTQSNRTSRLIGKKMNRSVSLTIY
BaF3 tox: reduces parental Ba/F3 cell viability, JAK2V617F counter-screen; CellTiter-Glo ATP luminescence; 220,000 tested, 1.1% active; inhibition, % at 5.6 µM;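 active = inhibition above a per-campaign cutoff, the mean inhibition of all tested compounds plus 3 SD, cut at about 27% in these data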;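 also: 0% = DMSO wells and 100% = JAK Inhibitor I control wells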
Ba/F3 V617F tox: reduce viability of Ba/F3 cells dependent on JAK2V617F. AID 1446. inhibition, % at 5.6 µM. 220,000 tested, 1.1% active. Ba/F3 EpoR-JAK2V617F viability, ATP luminescence;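 active = inhibition above the campaign mean plus 3 SD over all tested compounds, cut at about 24% in these data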;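 also: cytokine-independent growth of Ba/F3 cells driven by EpoR plus mutant JAK2; 0% = DMSO-treated cells and 100% = JAK inhibitor I control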
eIF4E 4G PPI: inhibitors of eIF4E and eIF4G interaction in translation initiation | 220,000 tested, 0.37% active | AID 782 | inhibition, % at 21.7 µM | P63073+Q04637 | TR-FRET eIF4E-eIF4GI(517-606) binding, 2 h;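 active = inhibition above about 30%, limit read from the data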;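 also: 0% = full FRET control wells and 100% = background wells lacking eIF4GI fragment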
NPY2 pot ag: human NPY-Y2 potentiation or agonism, primary screen; cells expressing NPY-Y2, potentiator/agonist read-out; 220,000 tested, 0.45% active; activation, % at 3.6 µM; P49146; in the data active = activation above about 27%;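 also: cells stimulated with NPY near EC25 plus isoproterenol at EC100; 0% = vehicle plus submaximal agonist and 100% = vehicle plus saturating agonist; some results beyond the cut were filed as inactive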
Starred values were filed as active, the others as inactive; . = no result given; [ ] = dose if it differs, or a comment.

Values run as follows: PERK inh, S1P4 antagonist, MDM2 E3 inh, S1P4 ag, Wee1 degr inh, BaF3 tox, Ba/F3 V617F tox, eIF4E 4G PPI, NPY2 pot ag
1	O=C(COC(=O)/C=C/c1ccc(F)cc1)NCc1ccco1
    0.3, -13, -2, 0.7, 0, 2, -2, 2, -3
2	CCn1nc(C)c(NC(=O)/C=C/c2cnn(C)c2)c1C
    1.0, -6, -25, -1.1, 0, 0, -1, 4[fluorescence artefact?], 8
3	COC(=O)Cn1cnc2ccccc2c1=O
    0.7, -6, -25, -0.4, -1, 7, -1, 4, 7
4	O=C(CN1C(=O)C2CC=CCC2C1=O)Nc1nc2ccc(F)cc2s1 (centres undefined)
    0.7, 3, 1, -0.9, -1, 5, -1, 6, 10
5	COc1cc(C2SCC(=O)N2CCN2CCCCC2)ccc1O (centres undefined)
    -0.3, -5, -4, -2.1, 0, -3, 3, -2, -16
6	COc1ccc(/C=N/NC(=O)CNC(=O)COc2ccccc2)cc1
    0.4, -12, 0, -1.5, 0, 6, -1, -2, 7
7	COc1c2ccccc2c(OC)c2ccccc12
    0.3, -13, -8, 1.1, 6, 9, 5, 6, 2
8	O=C(N/N=C/c1ccccn1)c1cc(-c2ccccc2)nc2ccccc12
    -1.9, 7, -2, 1.2, 1, 6, 4, 4, -35
9	CC(C)N(C)NC(=S)Nc1ccccc1
    0.4, -35, 5, 0.4, -1, 8, 3, 2[fluorescence artefact?], 4
10	COC(=O)c1ccccc1NC(=O)Cn1c(=O)oc2ccc(Cl)cc21
    -0.1, 6, -3, -1.5, -1, 3, -3, 0, -2
11	COc1c(C)cc(Br)cc1C(=O)Nc1ccccc1N1CCN(C(=O)c2ccccc2)CC1
    -0.4, -10, -11, 2.2, 0, 5, 1, -3, -8
12	COC(=O)c1ccccc1NC(=O)C(=O)NCc1ccncc1
    1.3, 1, -9, -2.0, 1, 8, 3, -7, 0
13	Cn1c(=O)c2c(nc(CN3CCOCC3)n2CCc2ccccc2)n(C)c1=O
    0.6, 4, -14, 0.9, -2, -2, -3, 1, 12
14	CCc1ccc(OCC(=O)NCc2ccco2)c(Br)c1
    0.8, -1, 11, 1.4, 2, 2, 1, 2, -2
15	CN(C)C(=O)CSc1nnc(-c2ccc(F)cc2)c2ccccc12
    -0.8, 23, -6, -0.6, 1, -4, 3, -2, -21
16	Cc1cc(C(=O)CSc2nc(N)cc(=O)[nH]2)c(C)n1CCc1ccc(Cl)cc1
    -0.8, -16, 0, -0.8, 1, 6, -2, -3, -12
17	CCOC(=O)C1CCN(CC(=O)N2C(C)CCCC2C)CC1 (centres undefined)
    0.1, -6, -14, -0.1, 0, 0, 2, 3[fluorescence artefact?], 9
18	CCOC(=O)C1=C(Cc2ccc(F)cc2)C(=O)c2ccccc2C1=O
    0.2, 18, -2, -0.9, -2, 8, 3, 8, -19
19	CCOC(=O)NC(N(O)c1cccc(Cl)c1)C(Cl)(Cl)Cl (centres undefined)
    1.2, 0, -21, -0.7, 4, -4, -4, 3, -19
20	CC(C)COC(=O)Nc1nnc(SCc2ccccc2F)s1
    -0.4, -5, 1, -0.8, 0, 4, 2, 1, 11

Whole records from above. Order of screens: PERK inh | S1P4 antagonist | MDM2 E3 inh | S1P4 ag | Wee1 degr inh | BaF3 tox | Ba/F3 V617F tox | eIF4E 4G PPI | NPY2 pot ag
CCc1ccc(OCC(=O)NCc2ccco2)c(Br)c1 as listed: 0.8 | -1 | 11 | 1.4 | 2 | 2 | 1 | 2 | -2
Cn1c(=O)c2c(nc(CN3CCOCC3)n2CCc2ccccc2)n(C)c1=O as listed: 0.6 | 4 | -14 | 0.9 | -2 | -2 | -3 | 1 | 12
CCOC(=O)C1CCN(CC(=O)N2C(C)CCCC2C)CC1 (centres undefined) as listed: 0.1 | -6 | -14 | -0.1 | 0 | 0 | 2 | 3[fluorescence artefact?] | 9
COc1c(C)cc(Br)cc1C(=O)Nc1ccccc1N1CCN(C(=O)c2ccccc2)CC1 as listed: -0.4 | -10 | -11 | 2.2 | 0 | 5 | 1 | -3 | -8
Cc1cc(C(=O)CSc2nc(N)cc(=O)[nH]2)c(C)n1CCc1ccc(Cl)cc1 as listed: -0.8 | -16 | 0 | -0.8 | 1 | 6 | -2 | -3 | -12

(cont.)
Values run as follows: PERK inh, S1P4 antagonist, MDM2 E3 inh, S1P4 ag, Wee1 degr inh, BaF3 tox, Ba/F3 V617F tox, eIF4E 4G PPI, NPY2 pot ag
21	CCN1CCN(C(=O)c2cc3c(=O)n(C)c4ccccc4c3n2C)CC1
    0.3, -11, 1, 4.5, 0, 0, -4, -6[fluorescence artefact?], 0
22	COc1cccc(C(=O)C2CCCN(C(=O)CCc3scnc3C)C2)c1 (centres undefined)
    2.0, -18, -14, -0.1, 0, 2, -1, 5, -17
23	COc1ccc(OC)c(/C=N/NC(=O)c2ccc(Cn3cc([N+](=O)[O-])cn3)o2)c1
    0.1, -8, 2, -0.3, -2, 3, -5, 16, -5
24	Cc1ccc(S(=O)(=O)NNC(=O)c2snnc2C)cc1
    1.6, -8, -15, 0.4, 2, 4, -1, 0, 6
25	O=C(CSc1n[nH]c(=O)[nH]c1=O)N/N=C/c1ccccc1O
    0.4, -1, -3, 1.9, -2, 5, -1, -6[fluorescence artefact?], 0
26	O=C(N/N=C/c1ccccc1Br)C1CC1
    1.6, -24, -3, 1.4, 1, 1, 1, 1, -1
27	O=C(NCCCn1ccnc1)Nc1ccc(Cl)cc1
    1.0, -10, -1, 2.2, 2, -1, -3, -3, 103*
28	OCCC1CN(Cc2cccc(-c3ccco3)c2)CCN1Cc1ccsc1 (centres undefined)
    -0.2, 4, -11, -0.1, -3, 9, 2, -2, -12
29	CC(C)(C)N1C(=O)c2ccc(C(=O)O)cc2C1=O
    0.9, -11, -12, -0.9, 0, 0, -4, 3[fluorescence artefact?], 0
30	N#Cc1c(C(F)(F)F)cc(=O)[nH]c1SCC(=O)O
    0.9, 18, 4, -1.6, 0, -1, -3, 4, -9
31	Cc1ccc(OCCOC(=O)Nc2ccccc2)cc1
    0.3, -17, -5, -1.7, 1, 9, 2, 3, -26
32	Cc1cc(Cl)ccc1-n1c(-c2cccnc2)n[nH]c1=S
    1.0, -2, -8, -0.6, -3, 0, 2, 3, -6
33	COc1cccc(CNC2CCCc3ccccc32)c1OC (centres undefined)
    0.5, -1, -1, 0.3, -1, -1, -3, -1, 17
34	O=C(COc1ccc(Cl)cc1)NCCCn1ccnc1
    0.6, 13, -17, 0.4, 0, 5, 2, -1, -20
35	Cc1nc2ncnn2c(C)c1CCC(=O)N1CCCCC1
    1.0, -12, -12, -4.5, -1, 5, -1, 3, -5
36	O=c1c2ccccc2cnn1Cc1cccc(Br)c1
    -0.2, -7, -6, 1.0, 3, 8, 4, 3, -1
37	Cc1cc(Nc2nc3ccccc3nc2Cl)n(-c2ccccc2C)n1
    -0.4, -8, -6, -0.7, -2, 10, -1, 1, -6
38	CCN(CC)CCCNC(=O)C1c2ccccc2C(=O)N(C)C1c1ccc(OC)cc1 (centres undefined)
    -0.7, -9, 0, 1.4, -1, 4, 2, 2, 1
39	CCn1c(SC(C)C(=O)O)nnc1-c1cccnc1 (centres undefined)
    -1.7, -11, -7, 1.8, 0, 1, -2, -3[fluorescence artefact?], -2
40	Cc1ccc(NC(=O)CCOc2ccccc2C)cc1F
    -0.2, 2, -9, -0.4, 6, 0, 1, -1, -3

Three of these compounds in another layout.
37) Cc1cc(Nc2nc3ccccc3nc2Cl)n(-c2ccccc2C)n1
40) Cc1ccc(NC(=O)CCOc2ccccc2C)cc1F
7) COc1c2ccccc2c(OC)c2ccccc12
entry no.,37,40,7
PERK inh,-0.4,-0.2,0.3
S1P4 antagonist,-8,2,-13
MDM2 E3 inh,-6,-9,-8
S1P4 ag,-0.7,-0.4,1.1
Wee1 degr inh,-2,6,6
BaF3 tox,10,0,9
Ba/F3 V617F tox,-1,1,5
eIF4E 4G PPI,1,-1,6
NPY2 pot ag,-6,-3,2

Later entries:
Values run as follows: PERK inh, S1P4 antagonist, MDM2 E3 inh, S1P4 ag, Wee1 degr inh, BaF3 tox, Ba/F3 V617F tox, eIF4E 4G PPI, NPY2 pot ag
41	Cn1c(/C=C/c2cccc([N+](=O)[O-])c2)nc2ccccc2c1=O
    0.9, 11, -15, 0.8, -3, 11, 4, -2, -10
42	CCCCCCC(=O)Nc1ccc(C(=O)N/N=C/c2cccnc2)cc1
    0.0, -13, 1, 0.4, -2, 1, 0, -5, -8
43	O=C(CCN1CCN(c2ccccc2)CC1)Nc1ccccc1F
    0.1, 6, -8, -0.3, 4, 4, 0, -2, 6
44	CCCOC(=O)C1C2C=CC(C2)C1C(=O)OCC(=O)c1ccccc1 (centres undefined)
    0.4, -4, -14, -2.9, 2, 2, -2, 1, -10
45	COc1ccc(N2CCN(c3nc4ccccc4nc3NS(=O)(=O)c3ccccc3)CC2)cc1
    0.1, -1, -3, 0.4, -1, -1, -2, -12, 12
46	O=C(CCc1nc2ccccc2s1)OCc1ccccc1
    -0.3, -17, -1, 0.5, 0, 9, 1, -1, -4
47	CCn1c(=S)sc2c(=O)n(-c3ccccc3)c(SCC(=O)NCc3ccco3)nc21
    -0.6, -16, 0, 0.3, -2, 2, -1, 2, -1
48	CCC1CCCCN1C(=O)CSc1nc(N)cc(N)n1 (centres undefined)
    -0.2, -20, -5, -0.8, 8, 1, 2, 0, -5
49	Oc1ccccc1N1CCN(CC(O)COCc2ccccc2Cl)CC1 (centres undefined)
    0.1, 5, -13, -0.6, 1, -4, -2, -3, -6
50	COc1ccc(N2CCN(CC(=O)Nc3cc4c(cc3C(C)=O)OCO4)CC2)cc1
    0.3, -4, ., -2.2, 0, 5, -4, ., 19
51	COC(=O)CCN(C(=O)c1ccc(Cl)c([N+](=O)[O-])c1)c1ccccn1
    0.6, 4, -3, 0.4, 2, 2, -2, 1, -12
52	CCN(CCn1cccn1)C(=O)CC1C(=O)NCCN1CC1CCCCC1 (centres undefined)
    2.1, -15, -3, 0.7, 6, 5, -1, -1, 6
53	O=C(c1ccco1)N1CCN(C(c2ccccc2Cl)c2nnnn2CC2CCCO2)CC1 (centres undefined)
    -0.3, -13, 2, -0.4, -1, 3, -1, 9, 8
54	CCN(CC)S(=O)(=O)c1ccc2c(c1)nc(CCC(=O)Nc1ccc3c(c1)OCO3)n2C
    -0.2, -16, 4, 0.5, -3, 4, -3, -5, 8
55	CC(=O)Nc1ccc(NC(=O)C2CC(=O)N(Cc3ccccc3)C2)cc1 (centres undefined)
    0.8, -3, -2, 2.2, 1, 0, 0, 0, 2

Screens (PubChem BioAssay)
